# VHR inh abs: DUSP3 (human) phosphatase inhibition; recombinant VHR phosphatase, pNPP absorbance; inhibition, % at 13.3 µM; 290,000 tested, 0.52% active; in the data active means inhibition above about 50%; further: some compounds called inactive have numbers as strong as hits
# Target sequence (P51452 whole entry, looked up): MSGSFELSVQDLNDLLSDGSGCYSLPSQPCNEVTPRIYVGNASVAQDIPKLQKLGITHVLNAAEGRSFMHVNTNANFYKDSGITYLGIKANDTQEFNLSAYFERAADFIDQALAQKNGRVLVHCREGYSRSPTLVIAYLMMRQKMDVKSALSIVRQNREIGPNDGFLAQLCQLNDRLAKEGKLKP
# MazEF act: increases E. coli MazEF RNase cleavage of RNA; P0AE70; FAM/BHQ RNA-DNA oligo cleavage fluorescence, 5 h; activation, % at 20 µM; 350,000 tested, 0.32% active; AID 504720; in the data active means activation above about 50%
# Target sequence (P0AE70 whole entry, looked up): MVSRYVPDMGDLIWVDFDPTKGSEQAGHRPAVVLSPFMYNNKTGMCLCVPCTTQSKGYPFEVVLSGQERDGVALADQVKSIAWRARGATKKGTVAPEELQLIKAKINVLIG
# CCHF vOTU inh: blocks the CCHF virus ovarian tumor domain protease; CCHFV vOTU protease, Pep-AMC fluorescence; inhibition, % at 11.5 µM; 370,000 tested, 0.55% active; in the data active means inhibition above about 30%; further: 0% = vehicle wells with enzyme and 100% = no enzyme wells
# SARS 3CLpro inh: SARS-CoV 3CLpro protease inhibition; recombinant SARS-CoV 3CLpro, quenched FRET peptide cleavage; inhibition, % at 6 µM; P0C6X7; AID 1706; 290,000 tested, 0.14% active; in the data active means inhibition above about 12%
# TcdB GH inh: inhibitors of Clostridioides difficile toxin B glycohydrolase. TcdB glycohydrolase enzymatic assay, plate reader. inhibition, % at 9.99 µM. P18177. 350,000 tested, 0.24% active; in the data active means inhibition above about 10%
# SSB-PriA inh: blocks PriA binding to SSB C-terminal tail; inhibition, % at 33 µM; AlphaScreen SSBct-PriA binding, biotinylated peptide; 430,000 tested, 0.6% active; in the data active means inhibition mostly above about 37%, no sharp cut-off; inactive means mostly below about 20%;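 further: plate controls were negative control peptide for no effect and reference peptide for full effect; strong numbers were not always called active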
# PrPC surface inh: cell surface PrPC inhibition, primary TR-FRET screen; inhibition, % at 13.8 µM; P04156; TR-FRET read-out; 370,000 tested, 0.43% active; in the data active means inhibition above about 24%; further: 0% = median of the test wells and 100% = reference compound wells
# Yp Topo-I inh: Y. pestis Topo-I inhibition via cleavage products; Y. pestis Topo-I cleavage product accumulation, plate reader; activity, % at 10 µM; 360,000 tested, 0.064% active; in the data active means activity above about 50%, passing the limit was not always enough; further: inactives centre near 2
# Rv3671c protease: inhibitors of M. tuberculosis serine protease Rv3671c. AID 2606. 320,000 tested, 0.048% active. P9WHR9. inhibition, % at 5.96 µM; in the data active means inhibition above about 38%;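 further: extracellular domain of Rv3671c used as enzyme; 0% = enzyme with DMSO and 100% = no enzyme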
# Target sequence (P9WHR9 whole entry, looked up, the tested form may be a part): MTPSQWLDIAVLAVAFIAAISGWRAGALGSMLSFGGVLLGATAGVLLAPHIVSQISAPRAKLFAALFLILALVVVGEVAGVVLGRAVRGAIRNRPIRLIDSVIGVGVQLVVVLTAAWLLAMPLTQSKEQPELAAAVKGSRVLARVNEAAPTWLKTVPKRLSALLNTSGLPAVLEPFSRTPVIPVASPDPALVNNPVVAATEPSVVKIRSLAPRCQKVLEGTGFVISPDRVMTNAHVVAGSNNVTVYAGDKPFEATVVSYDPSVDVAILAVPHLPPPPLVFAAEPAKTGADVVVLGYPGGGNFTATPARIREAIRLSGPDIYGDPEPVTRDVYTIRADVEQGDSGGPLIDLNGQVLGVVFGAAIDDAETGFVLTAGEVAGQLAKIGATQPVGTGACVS
# BH1578 lux ind: induces V. cholerae light production without autoinducers | V. cholerae BH1578 lux reporter, luminescence, 6 h | 350,000 tested, 0.16% active | activation, % at 18.7 µM; in the data active means activation mostly above about 9.7%, no sharp cut-off; further: not every result past the cut was called active; inactives centre near 0; reference of the scale not given here
# * marks the source's active call; other numbers are inactive results; i = inactive; . = no result given; & = joins results of further samples.
SMILES,VHR inh abs,MazEF act,CCHF vOTU inh,SARS 3CLpro inh,TcdB GH inh,SSB-PriA inh,PrPC surface inh,Yp Topo-I inh,Rv3671c protease,BH1578 lux ind
O=C(CN1CCN(c2ccccn2)CC1)Nc1cccc(S(=O)(=O)N2CCOCC2)c1,36,7,8,3,1.5,-7,-1,9,3,-0.9
O=C(O)c1cccc(NC(=S)N/N=C/c2cccnc2)c1,14,2,1,6,1.2,.,-6,2,-7,-0.2
CC(C)(C)OC(=O)N1CCC(C(=O)Nc2ccc(C(=O)NCc3ccccc3)cc2)CC1,.,-3,4,.,0.2,-6,6,12,.,i
Nc1nn(-c2ccccc2)nc1C(=O)OCc1ccccc1,19,-11,-73,1,-0.2,-19,-5,24,-18,-2.0
COc1ccc2c(c1)C(C)=CC(C)(C)N2C(=O)C(C)N1C(=O)c2ccccc2C1=O (stereo not given),4,-12,-11,0,.,6,2,3,4,-0.1
COc1cc(SC)ccc1C(=O)OCC(=O)NC(=O)NC(C)C,10,7,-5,-1,-0.3,-23,-3,11,-3,-0.3
Cc1noc(C)c1NC(=O)N(C)C[C@H]1Oc2ccc(NC(=O)CCN3CCOCC3)cc2C(=O)N([C@H](C)CO)C[C@@H]1C,.,6,6,.,-0.4&-0.1,-4,-2,5,9,-0.3
CCOc1ccc(NC(=O)c2ccccc2NC(=O)CN2CCN(C(C)=O)CC2)cc1,.,3,-3,5,.,-7,0,-1,-1,i
CC(C)n1c(=S)[nH]c2scc(-c3cccs3)c2c1=O,20,-5,14,-2,-0.7,7,1,-6,0,-0.1
Cc1ccc(-c2csc3ncnc(SCC(N)=O)c23)cc1,12,2,-9,1,0.9,-11,5,5,2,i
O=C(CSC(=S)N1CCCC1)Nc1ncc(Cl)cc1Cl,.,4,-10,.,0.6,-1,-6,3,0,i
O=c1c2ccccc2nc(SCc2ccc([N+](=O)[O-])cc2)n1CCCO,13,-4,7,-1,1.1,1,-7,46,-3,-0.5

# Random excerpt: 5 compounds from above
SMILES,VHR inh abs,MazEF act,CCHF vOTU inh,SARS 3CLpro inh,TcdB GH inh,SSB-PriA inh,PrPC surface inh,Yp Topo-I inh,Rv3671c protease,BH1578 lux ind
Cc1ccc(-c2csc3ncnc(SCC(N)=O)c23)cc1,12,2,-9,1,0.9,-11,5,5,2,i
CC(C)(C)OC(=O)N1CCC(C(=O)Nc2ccc(C(=O)NCc3ccccc3)cc2)CC1,.,-3,4,.,0.2,-6,6,12,.,i
O=C(CSC(=S)N1CCCC1)Nc1ncc(Cl)cc1Cl,.,4,-10,.,0.6,-1,-6,3,0,i
CC(C)n1c(=S)[nH]c2scc(-c3cccs3)c2c1=O,20,-5,14,-2,-0.7,7,1,-6,0,-0.1
COc1cc(SC)ccc1C(=O)OCC(=O)NC(=O)NC(C)C,10,7,-5,-1,-0.3,-23,-3,11,-3,-0.3

# Further records follow:
SMILES,VHR inh abs,MazEF act,CCHF vOTU inh,SARS 3CLpro inh,TcdB GH inh,SSB-PriA inh,PrPC surface inh,Yp Topo-I inh,Rv3671c protease,BH1578 lux ind
CCN(C(C)=O)c1nc(CCl)cs1,-11,13,-7,-2,-0.6,8,-3,-4,3,i
CCOc1ccc(C(=O)OCCCN(C)C)cc1,-10,4,10,1,.,2,2,4,-11,-0.1
O=C(CN1C(=O)c2cccc3cccc1c23)Nc1cccnc1,9,-8,2,-1,.,-7,0,-12,-1,-0.9
COc1cc(NC(=O)[C@@H]2O[C@H](CO)[C@@H](O)[C@H]2O)cc(OC)c1OC,.,.,-6,.,0.2,.,4,0,.,i
COc1cccc(CN2C(=O)CCC2(C)C(=O)NC2CCCC2)c1 (stereo not given),0,0,-9,-5,.,-15,-2,-1,-6,3.0
CCCC(=O)OC1CC(C)N(C(=O)c2ccccc2)c2ccc(C)cc21 (stereo not given),8,-3,15,3,.,-15,7,6,-2,-2.0
O=C1NC(=Nc2ccccc2Br)SC1(CO)CO,20,9,-6,0,0.3,-19,2,-2,-4,-0.7
CC(=O)N1CCC(N(CCN2CCOCC2)C(=S)Nc2ccc(C)cc2)CC1,12,0,-13,0,1.4,-13,-3,7,0,-0.2
CCCSc1nc2sc3c(c2c(=O)[nH]1)CC(C)CC3 (stereo not given),9,4,-8,2,0.8,-20,-5,6,-3,-1.5
COc1cc(C2C(C(=O)c3cccs3)=C(O)C(=O)N2CCN2CCOCC2)ccc1OCCC(C)C (stereo not given),.,-1,-5,.,1.5,-4,7,2,12,-0.6
CCNc1nc(NC(C)C)nc(Oc2ccc(OCCOc3ccc(C)cc3)nn2)n1,-7,4,16,2,1.0,0,-6,6,-1,i
O=C1Nc2ccc(S(=O)(=O)NCCC3=CCCCC3)c3cccc1c23,24,8,-18,5,.,-17,-8,24,-12,0.8
CCCCC#Cc1ccc2c(c1)COc1c3ccccc3nn1-2,15,-4,28,.,-4.0,0,4,11,-2,-1.0
O=C(Nc1cccnc1)c1ccc([N+](=O)[O-])cc1Cl,14,8,-1,2,0.8,3,-34,-1,-7,i
CCOC(=O)C1CCCN(S(=O)(=O)CCNC(=O)c2ccc(F)cc2)C1 (stereo not given),.,1,-9,.,-1.2,4&-14,4,0,2,i
CC(=O)c1ccc(OC2(C)CCN(Cc3cc4ccccc4[nH]3)C2)cc1 (stereo not given),.,.,-10,.,2.1,.,-12,4,.,-0.3
CCN(C(=O)CSc1nnc(Cc2ccccc2F)n1N)C1CCS(=O)(=O)C1 (stereo not given),19,-2,-3,-3,.,-10,-5,-3,-2,i
CN(CC(=O)Nc1ccccc1Cl)C(=O)COC(=O)c1ccc(S(=O)(=O)C(F)F)cc1,.,-1,19,.,0.8,6,0,8,-1,-0.3
CCNC(=S)N(Cc1cccs1)Cc1cc2cc(OCC)ccc2[nH]c1=O,-14,7,2,0,.,-4,-1,5,-13,-0.3
CN1CCN(S(=O)(=O)c2ccc(N3CCN(C(c4ccccc4)c4ccccc4)CC3)nc2)CC1,-2,1,10,-3,0.3,7,-1,3,4,-0.2
COc1ccccc1N1CCN(CC(=O)c2c[nH]c3ccccc23)CC1,37,7,-3,6,0.1,3,-2,-3,8,-0.8
CC1=C(C#N)C(/C=N/OCc2ccc(Cl)cc2)CC(=O)N1 (stereo not given),8,7,-12,0,-0.5,.,-2,10,-7,-0.4
COc1ccc(C(C(=O)NCC2CCCO2)N(C(=O)c2snc(C(N)=O)c2N)c2ccccc2C)cc1OC (stereo not given),-7,-39,-36,-2,-1.6,0,3,27,-13,-0.2
COc1ccc(/C=C2/C(=N)N3C(=NC2=O)Sc2cc(S(C)(=O)=O)ccc23)cc1OC,0,9,.,0,.,-4,.,.,-6,.
COc1ccc(Cl)cc1NS(=O)(=O)c1c(C)[nH]c(=O)[nH]c1=O,15,4,0,-3,1.1,-19,4,3,.,-0.3
NC(=O)c1cc2cc(Br)ccc2oc1=NCc1ccccc1,31,20,8,1,.,-15,3,-6,-3,-0.4
O=C(Nc1ccc(F)cc1)c1cccc2ccccc12,8,4,-9,-2,-0.8,-15,-5,3,0,-0.4
CNC(=S)N1N=C(c2cccs2)CC1c1ccc(OC)cc1 (stereo not given),11,3,1,-6,-0.6,-2,-13,-6,0,-0.3
O=[N+]([O-])c1ccccc1/C=C/CN1CCCCC1,8,5,-3,2,.,-10,-5,9,-1,i
CCNC(=S)N(Cc1cc2cc(C)cc(C)c2[nH]c1=O)C1CCCC1,-4,5,-2,3,.,-4,12,7,4,0.3
CCOc1cc(-c2sc(Nc3ccccc3)n[n+]2C)ccc1OC,13,5,16,-2,0.7,-8,-2,-1,-6,1.4
O=S(=O)(c1ccc(F)c(F)c1)N1CCN(CCc2ccccc2)CC1,17,-8,17,2,0.3,-8,-6,5,4,i
CCOc1ccc(CN2CCNC(=O)C2CC(=O)O)cc1 (stereo not given),26,-1,-6,-2,1.6,-1,7,-4,-3,-0.6
CN1C(=O)CC(N2CCC(C(N)=O)CC2)C1=O (stereo not given),-5,-21,18,2,0.6,-28,-23,1,2,.
Cc1c(NC(=O)N(C)C)c(=O)n(-c2ccccc2)n1C,4,2,-2,-1,.,-4,4,-1,2,-0.4
Cc1nn(CC(=O)OCC(=O)c2ccccc2)c(C)c1[N+](=O)[O-],.,9,14,.,-5.8,-10,4,-12,4,i
CCn1nccc1NC(=O)c1ccc2sc([C@@H]3O[C@H](CO)[C@H](O)[C@H](O)[C@H]3O)nc2c1,.,.,1,.,0.7,.,2,1,.,i
C[C@H]1CC[C@@H]2N(C1)C[C@H]1[C@@H]3C[C@H]4[C@@H](CC(=O)[C@H]5C[C@@H](O)CC[C@@]54C)[C@@H]3CC[C@H]1[C@]2(C)O,5,2,-3,-1,0.5,-7,-2,-5,2,-0.6
Cc1cc(C)c(C)c(S(=O)(=O)N2CCSCC2)c1C,9,-15,5,0,2.5,15,6,15,1,0.3
CCOc1ccccc1N(CC(=O)N1CCCCCC1)S(C)(=O)=O,2,4,-4,-6,.,0,0,1,6,2.1
COc1cccc(NC(=O)C(c2ccccc2)N2CCN(CC(=O)N3CCOCC3)CC2)c1 (stereo not given),.,-1,-6,.,1.6,0,-2,6,-4,-0.4
O=C(NCCNC(=O)c1cc(OCC(F)(F)F)ccc1OCC(F)(F)F)Nc1ccccc1,37,-2,7,4,.,-4,4,-13,10,-1.2
COCCCN1C(=O)c2[nH]nc(-c3ccccc3O)c2C1c1cccc(Cl)c1 (stereo not given),3,9,-3,1,.,2,7,18,-6,-0.2
O=C(NNC(=O)C1C2CCC(C2)C1C(=O)O)c1ccc(Cl)cc1 (stereo not given),31,-27,3,2,-1.0,-21,6,-6,-3,-0.2
CC(CCc1ccccc1)NCC(O)COc1ccccc1 (stereo not given),9,2,-10,3,-2.2,-10,1,-12,1,-0.4
Cc1cccc(OC(=O)c2ccc3c(=O)n4c(nc3c2)CCC4)c1,.,-5,0,.,0.4,.,3,7,.,-0.4
Cc1ccccc1-c1nc(CS(=O)(=O)CC(=O)NCc2ccccc2)c(C)o1,24,3,7,2,1.1,-3,-6,1,2,-0.1
O=C(C[C@@H]1C[C@@H]2c3cc(NS(=O)(=O)c4ccc(F)cc4)ccc3O[C@@H]2[C@H](CO)O1)N1CCc2ccccc2C1,.,8,2,.,-0.1&0.6,.,-12,39,.,-2.1
CC(=O)c1ccc(S(=O)(=O)Nc2ccccc2C(=O)NC2CC2)cc1,.,0,-4,.,-3.4,-12,5,-8,-3,i
Cc1nn(CC(O)c2ccccc2)c(C)c1Br (stereo not given),-4,3,13,0,.,-12,-7,17,1,i
CCOc1ccccc1C(=O)Nc1ccc2c(c1)C(=O)NC2=O,-2,11,-12,2,1.9,-9,-3,1,2,i
C[C@H](CO)NC(=O)c1nc[nH]c1C(=O)N[C@H](C)c1ccccc1,.,7,-5,.,0.3,.,2,-8,.,-0.5
CN(CCCNC(=O)CCCOc1cc(=O)n(C)c2ccccc12)Cc1ccccc1,19,0,6,-1,0.6,0,-1,-3,5,-0.4
O=C(O)c1ccc2c(c1)C1C=CCC1C(c1cc3c(cc1Br)OCO3)N2 (stereo not given),30,5,8,-2,-0.1,-8,1,0,4,-0.6
CC(C)Cc1nc(Nc2ccc(S(=O)(=O)N3CCCC3)cc2)c2nnn(Cc3ccccc3)c2n1,30,-2,9,8,.,10,-1,25,-32,-0.5
COC(=O)[C@@H]1CCCN1C(=O)CCc1nnc(CCc2c[nH]c3ccccc23)o1,10,10,-4,3,-0.1,-16,0,4,2,-0.2
Cc1ccc(S(=O)(=O)N2CCC(C(=O)N[C@@H](C)C(=O)NCCc3ccccc3)CC2)cc1,6,5,0,.,-0.4,1,1,-2,-7,0.4
Cc1ccc(CNC(=O)c2cc(COc3c(F)cccc3F)on2)s1,-14,-6,15,3,-2.9,-44,-2,22,-9,4.2
Cc1cc(C)cc(OCC(=O)Nc2ccc(N3CCN(S(C)(=O)=O)CC3)cc2)c1,19,5,-1,1,.,-6,-1,5,-4,-3.8
COc1ccc(C(=O)N2CCN(c3ccc(NC(=O)Cc4ccccc4)cc3)CC2)cc1,7,-18,-5,7,0.3,4,-2,25,7,-0.3
Cc1ccc(CNc2ccccc2C(=O)O)s1,16,2,-19,-4,1.2,-28,3,5,-6,-0.3

# Screening results from PubChem BioAssay.

# These rows are one share of the data, so the mix of outcomes need not match the whole.
